ERp5 block: blocks human ERp5 reductase activity on insulin; Q15084; inhibition, % at 9.99 µM; AID 651711; ERp5 insulin aggregation, absorbance 650 nm, 90 min; hit rate 0.05% among 350,000;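 active = mean replicate inhibition above about 25%, with every replicate also reaching it, limit read from the data, passing the limit was not always enough; inconclusive = only one of those two criteria met; inactive = neither criterion met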
E-sel inducer: induces E-selectin expression in human endothelial cells; hit rate 0.37% among 260,000; activation, % at 7.58 µM; P16581; HUVEC E-selectin immunofluorescence imaging; normalized: neutral wells 0, TNF-alpha wells 100;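 active = mean E-selectin-positive cell signal at least 10% of the positive control, reached in at least 60% of replicates, without over 20% cell loss; inconclusive = no rule given, readout overlaps actives, possibly toxicity-flagged; inactive = the rest, including those meeting only one limit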;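 note: in these data hits start at about 27%; measured in HUVEC primary endothelial cells; signal is the percent of cells scored E-selectin positive by PE staining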
Target sequence (P16581 whole entry, looked up): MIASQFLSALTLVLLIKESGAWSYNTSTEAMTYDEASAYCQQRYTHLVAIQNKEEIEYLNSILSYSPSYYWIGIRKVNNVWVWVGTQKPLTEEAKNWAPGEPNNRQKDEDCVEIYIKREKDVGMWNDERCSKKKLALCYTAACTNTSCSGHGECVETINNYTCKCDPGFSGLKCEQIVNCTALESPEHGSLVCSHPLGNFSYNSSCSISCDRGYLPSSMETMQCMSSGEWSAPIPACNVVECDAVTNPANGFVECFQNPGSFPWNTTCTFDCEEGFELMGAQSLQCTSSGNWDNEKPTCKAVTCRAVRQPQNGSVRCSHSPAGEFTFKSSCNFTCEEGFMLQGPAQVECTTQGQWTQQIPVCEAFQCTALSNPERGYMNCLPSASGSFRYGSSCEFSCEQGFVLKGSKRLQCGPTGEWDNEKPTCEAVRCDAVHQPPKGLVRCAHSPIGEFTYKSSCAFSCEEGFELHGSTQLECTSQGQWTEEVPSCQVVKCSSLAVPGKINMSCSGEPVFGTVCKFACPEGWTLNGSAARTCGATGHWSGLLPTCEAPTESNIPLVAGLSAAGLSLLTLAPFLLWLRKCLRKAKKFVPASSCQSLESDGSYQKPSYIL
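Test system – human umbilical vein endothelial cells (HUVEC), E-selectin induction · Input – 3,000 HUVEC seeded per well · Buffer or medium – EGM-2, gelatin · Compound dosing – single-point compound dose · Detection – immunofluorescence imaging · Measure – percent E-selectin-positive cells · Controls – TNF-alpha high, DMSO low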
DENV2 CPE rescue: DENV2-induced cell death inhibition; DENV2-infected cells, cytopathic effect rescue, plate reader; CPE inhibition, % at 9.99 µM; hit rate 1.7% among 350,000; AID 651640; in the data active = CPE inhibition above about 20%, passing the limit was not always enough; inconclusive = no clear call, values can overlap the other calls; tested in BHK-21 cells;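 note: 0% = median of neutral control wells and 100% = median of positive control wells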
Statin myotox sup: protects C2C12 myotubes from simvastatin toxicity; ATP luminescence, 48 h; scaled: DMSO 0, geranylgeraniol control 100; rescue of ATP level, % at 7.49 µM; hit rate 0.78% among 330,000;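 active = mean ATP rescue above about 67%, or every replicate alone reaching that limit, limit read from the data, passing the limit was not always enough; inconclusive = no clear call, values can overlap the other calls; inactive = mean under the limit and some replicate under it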;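 note: myotubes were challenged with 10 µM simvastatin during compound exposure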
PglD DTNB: PglD (C. jejuni) enzyme inhibition | inhibition, % at 12.5 µM | hit rate 0.098% among 360,000 | purified PglD enzyme, DTNB colorimetric CoA detection; in the data active = inhibition above about 16%, passing the limit was not always enough; inconclusive = no clear call, values can overlap the other calls; note: strong numbers were not always called active
SIRT5 block: sirtuin-5 (human) deacylase inhibition | inhibition, % at 15 µM | Q9NXA8 | hit rate 1.1% among 330,000 | Purified SirT5, succinyl-peptide AMC, trypsin-coupled fluorescence; in the data active = inhibition above about 15%; inconclusive = no clear call, values can overlap the other calls
Target sequence (Q9NXA8 whole entry, looked up): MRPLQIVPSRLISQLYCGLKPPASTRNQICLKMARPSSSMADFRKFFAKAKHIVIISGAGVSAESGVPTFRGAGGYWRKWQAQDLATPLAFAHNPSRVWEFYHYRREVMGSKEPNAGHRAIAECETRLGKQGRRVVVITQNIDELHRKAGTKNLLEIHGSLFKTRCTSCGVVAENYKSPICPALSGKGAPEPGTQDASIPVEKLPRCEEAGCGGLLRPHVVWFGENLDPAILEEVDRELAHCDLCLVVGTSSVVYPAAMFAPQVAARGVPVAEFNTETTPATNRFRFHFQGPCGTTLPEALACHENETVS
S100A4 MyoIIA: blocks human S100A4 binding to myosin IIA peptide. S100A4/TAMRA-MyoIIA peptide fluorescence polarization. inhibition, % at 10.7 µM. hit rate 0.14% among 360,000. AID 652163;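 active = mean inhibition of at least 70% across replicates, with every replicate also reaching that level; inconclusive = mean inhibition reaches 70% but some replicates fall short; inactive = mean inhibition below 70%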
Target sequence (P26447 whole entry, looked up): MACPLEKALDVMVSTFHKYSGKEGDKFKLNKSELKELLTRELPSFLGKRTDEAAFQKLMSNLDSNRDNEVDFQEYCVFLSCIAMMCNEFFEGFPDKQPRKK
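incubation = readout 5 min after mixing, signal stable up to 60 min | system = S100A4 monomer protein | buffer or medium = HEPES pH 7.2 with CaCl2, KCl, NaCl, DTT, Triton | benchmarks = neutral control DMSO, positive control TFP | also added = fluorescent myosin IIA peptide, 5 nM | compound dosing = one concentration per compound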
* = called active by the depositor; ? = inconclusive; . = no result given. This is a subset; rates above refer to the full screens.

SMILES	ERp5 block	E-sel inducer	DENV2 CPE rescue	Statin myotox sup	PglD DTNB	SIRT5 block	S100A4 MyoIIA
Cc1cc(CN(C)C(=O)c2ccc(OC3CCN(S(=O)(=O)N(C)C)CC3)cc2)n[nH]1	3	.	1	5	-1	-1	3
COc1ccc(-c2csc(C(C)(O)c3ccc(F)c(F)c3)n2)cc1 (centres undefined)	-8	0.0	-5	15	-4	6	18
C[C@H]1CN([C@@H](C)CO)C(=O)Cc2cc(NC(=O)C3CCCCC3)ccc2O[C@@H]1CN(C)CC1CC1	-3	-0.1	14	-9	-1	.	-7
Cc1nc(C)c(-c2csc(N)n2)s1	-2	0.0	5	-4	5	3	0
O=C(NNC(=O)c1csc(-c2cnccc2C(F)(F)F)n1)c1ccc(C(F)(F)F)cc1	4	.	-5	12	2	-3	-1
O[C@@H]1COC(Nc2ccc(N=Nc3ccccc3)cc2)C[C@@H]1O (some centres undefined)	2	.	3	.	.	-3	4
Cc1ccc(C)c(N(C(=O)CNC(=O)c2ccco2)C(C(=O)NCC2CCCO2)c2ccccc2)c1 (centres undefined)	2	.	-1	5	1	-6	-5
CCOC(=O)N1CCN(C(=O)CCn2c(=O)[nH]c3ccsc3c2=O)CC1	2	0.2	0	-8	2	-2	-3
C[C@H]1CN([C@@H](C)CO)C(=O)c2cc(C3=CCCCC3)cnc2O[C@@H]1CN(C)Cc1ccccc1	0	1.0	-7	12	-4	-3	17
O=C(c1ccc(F)cc1Cl)N(c1ccccn1)C1CCCCC1	2	-0.7	1	.	.	2	-2
CCOc1ccc(C2CC=C(C(C)=O)CN2S(=O)(=O)c2ccc(C)cc2)cc1 (centres undefined)	2	1.0	?	7	-4	1	4
O=C1CCCCC1(CCc1ccncc1)CCc1ccncc1	4	1.5	-11	-17	-1	.	0
Cc1cc(C(F)F)n2nc(C(=O)Nc3cccc(S(=O)(=O)N4CCOCC4)c3)nc2n1	0	-1.2	10	.	-5	1	-1
Cc1cc(NC(=O)c2c(Cl)cccc2Cl)no1	1	.	9	.	.	-3	-1
O=C1NC(=O)C2(CCCCCCC2)N1	-7	-0.1	-7	-2	-2	.	1
Cc1ccccc1S(=O)(=O)N1CC[C@@H]2[C@@H](CO)N(C)c3ccc(-c4cccc(F)c4)cc3[C@@H]21	.	0.4	44*	-16	-2	.	.
COc1ccc(/C=N/N2C(=O)CN(C(=O)c3ccccc3)C2c2ccc(OC)cc2)cc1 (centres undefined)	-12	-0.3	0	.	-1	-1	0
Cc1ccn2c(CNCc3cnn(C)c3)c(C(=O)N3CCCCCC3)nc2c1	4	1.8	4	-10	4	-1	2
COCCCN1C(=O)c2ccc(C(=O)NCCc3ccccc3)cc2C1=O	2	.	11	2	1	-1	-4
CCC(CC)c1nnc(NC(=O)CCc2ccccc2)s1	2	.	-6	-3	-7	-4	-2
CC1(c2nc3ccccc3[nH]2)c2ccccc2C(=O)N1C1CC1 (centres undefined)	-1	0.1	5	.	.	1	2
Cn1c(=O)c(C(=O)NNC(=O)c2ccc(Br)cc2)c(O)c2ccccc21	6	.	3	-80	-2	-7	-3
C[C@H](O)[C@@H]1C(=O)N2CCc3c([nH]c4ccccc34)[C@@H]2C[C@@H]1N(C)C(=O)Nc1cc(Cl)cc(Cl)c1	-6	0.3	-12	2	1	-3	9
C[C@@H]1CN([C@H](C)CO)C(=O)c2cccc(NC(=O)c3nc4ccccc4s3)c2O[C@@H]1CN(C)CC1CCCCC1	0	0.1	7	17	2	2	0
C[C@H]1CN([C@@H](C)CO)C(=O)c2cc(NC(=O)Nc3ccc(F)cc3)ccc2O[C@H]1CN(C)Cc1ccccc1	-4	-0.3	25*	-19	8	2	1

An excerpt from above in order of the SIRT5 block value, low to high:
| structure | ERp5 block | PglD DTNB | SIRT5 block | S100A4 MyoIIA |
| --- | --- | --- | --- | --- |
| Cc1ccc(C)c(N(C(=O)CNC(=O)c2ccco2)C(C(=O)NCC2CCCO2)c2ccccc2)c1 (centres undefined) | 2 | 1 | -6 | -5 |
| Cc1ccn2c(CNCc3cnn(C)c3)c(C(=O)N3CCCCCC3)nc2c1 | 4 | 4 | -1 | 2 |
| CC1(c2nc3ccccc3[nH]2)c2ccccc2C(=O)N1C1CC1 (centres undefined) | -1 | . | 1 | 2 |

Carrying on.
SMILES	ERp5 block	E-sel inducer	DENV2 CPE rescue	Statin myotox sup	PglD DTNB	SIRT5 block	S100A4 MyoIIA
O=C(O)c1cccc(CSc2nc(-c3ccccc3)cc(C(F)(F)F)n2)c1	-10	1.0	-5	.	.	2	-3
CC(C)N1CCCC(C)(C(=O)Nc2cccc(Oc3ccccc3)c2)C1 (centres undefined)	0	0.2	-7	8	4	-2	-1
CC(Cc1c[nH]c2ccccc12)C(=O)NCc1ccco1 (centres undefined)	1	1.2	-4	13	-5	-12	-3
C=CCn1c(SCC(N)=O)nc2nc3c(cc2c1=O)COC(C)(C)C3	-1	3.4	-3	.	2	-4	-3
O=C(Nc1nccs1)[C@H]1[C@H](CO)[C@H]2Cn3c(cccc3=O)[C@@H]1N2C(=O)C1CCC1	-4	-0.4	4	4	5	2	-6
C[C@H]1CN([C@@H](C)CO)C(=O)c2ccccc2-c2ccccc2CO[C@H]1CN(C)C(=O)c1cc(Cl)cc(Cl)c1	-2	-0.1	9	.	.	-3	-8
Cc1ccc(S(=O)(=O)[N-]c2nc3ccccc3nc2-[n+]2cc(C)cc(C)c2)cc1	3	3.3	2	9	.	-3	-1
Cc1ccccc1NC(=O)c1cnn(-c2ccccc2)c1NC(=O)c1ccco1	-1	.	7	24	-2	4	-1
CSc1cccc(NC(=O)c2[nH]c(C)c(C(C)=O)c2C)c1	-3	.	-5	-11	.	0	11
Cn1nnnc1SCCNC(=O)C1CCC(=O)N(CCc2ccccc2)C1 (centres undefined)	3	.	6	-10	0	-1	-5
O=C(CSc1n[nH]c(=O)[nH]c1=O)Nc1c(Cl)cc(Cl)cc1Cl	-2	.	5	-2	-1	.	70
C=CCn1c(C)cc(-c2csc(NC(=O)C3CCN(c4ncnc5sc(C)c(C)c45)CC3)n2)c1C	2	.	1	-6	-3	-3	-9
COc1cc(-c2nc3n(n2)C(c2ccncc2)C2=C(CCCC2=O)N3)cc(OC)c1OC (centres undefined)	3	.	5	.	.	-2	-10
CCCC(NC(=O)c1ccc(Br)o1)c1nc2ccccc2[nH]1 (centres undefined)	-7	.	?	13	2	-2	4
N#C[C@H]1[C@@H](c2ccc(C3=CCCC3)cc2)[C@H](CO)N1C(=O)NC1CCCC1	-1	0.0	8	-11	1	3	-1
Cc1cc(-c2ccc(C)c(S(=O)(=O)N3CCN(c4ccc(F)cc4)CC3)c2)on1	-2	.	2	17	-5	-4	-4
O=C(CNC(=O)/C(=C/c1ccccc1)NC(=O)c1ccc(Br)cc1)OCc1ccccc1	-6	.	3	.	.	-3	-3
COC(=O)c1sc(NC(=O)COc2cccc(C)c2)nc1C	.	0.0	.	9	3	.	.
Cc1noc(C)c1-c1ccc(C(=O)NCCC(F)(F)F)c2occc12	3	-0.5	?	12	4	2	-14
O=C(N[C@@H]1C=C[C@H](CC(=O)N2CCOCC2)O[C@@H]1CO)c1ccccn1	-4	-0.4	15	-7	3	5	6
c1ccc2c(C3OCC4(CCCC4)CO3)cccc2c1	-3	0.1	-10	-6	2	3	-5
CN(C)S(=O)(=O)c1ccc(N2CCCC2)c(C(=O)N2CCN(S(=O)(=O)c3ccc(F)c(F)c3)CC2)c1	-3	-0.5	-4	34	-4	-5	-20
CN(CC(=O)Nc1ccc(F)cc1)C(=O)COC(=O)c1cccc(N(C)C)c1	-10	-0.5	3	1	-9	-8	0
Cn1nccc1C(=O)Nc1nnc(C2CC2)s1	2	0.9	2	.	-3	11	-3
Cc1cc(C)cc(CSCC(=O)N/N=C/c2ccc(OCC(=O)NCc3ccco3)cc2)c1	8	.	-2	-23	5	20*	4
COc1ccc(S(=O)(=O)Nc2ccc3c(c2)C(=O)N([C@H](C)CO)C[C@H](C)[C@H](CN(C)C(=O)NC(C)C)OCCCC[C@H](C)O3)cc1	0	-0.4	-7	.	1	3	11
Cc1cc(C)n(-c2ccc(S(=O)(=O)N3CCOCC3)cc2[N+](=O)[O-])n1	0	-0.2	7	.	.	4	3
COc1ccc(NC(=O)Nc2cccc3c2O[C@H](CN(C)S(=O)(=O)c2ccc(C)cc2)[C@@H](C)CN([C@@H](C)CO)C3=O)cc1	7	-1.8	-4	-24	4	11	0
CCCCOc1c(C(=O)Nc2ccccc2)nnn1-c1ccccc1	2	.	-2	5	2	-5	0
O=C(Nc1ccc2c(c1)[C@H]1C[C@@H](CC(=O)N3CCOCC3)O[C@H](CO)[C@H]1O2)NC1CCCC1	-1	0.3	2	4	1	0	-1
COC(=O)[C@H](C)[C@@H]1C[C@@]1(C)[C@@H](NC(=O)OCc1ccccc1)c1ccccc1	-4	-0.2	.	1	2	-1	6
CCCN1C[C@@H](C)[C@@H](OC)CN(C)C(=O)c2ccc(NC(=O)Nc3cccc(F)c3)cc2OC[C@H]1C	-2	-0.1	-2	-56	-1	2	4
COc1ccc2c3c(n(C)c2c1)[C@@H](CO)N(CC1CC1)CC31CN(C(=O)CC2CC2)C1	6	0.2	21*	.	.	1	2
N#Cc1ccc(-c2ccc3c(c2)[C@@H]2[C@@H](CCN2C(=O)c2ccccc2F)[C@@H](CO)N3)cc1	1	-0.4	12	5	1	6	-10
O=C(Cc1ccncc1)NCC[C@H]1CC[C@H](NS(=O)(=O)c2ccccc2Cl)[C@@H](CO)O1	3	0.7	-7	-1	-4	2	7
Cn1c(N2CCN(S(=O)(=O)c3ccc(F)cc3)CC2)nc2ccccc21	-7	0.1	10	.	.	-1	1
CC1Cc2cc(-c3csc(NC(=O)CCl)n3)ccc2N1C(=O)C1CC1 (centres undefined)	14	.	-9	14	-2	-2	5
CC(=O)CCc1oc2ccc(C)cc2c1-c1ccccc1	5	0.0	-7	-2	-4	-2	-4
C=CCc1cccc(/C=N/NC(=O)c2ccc3nc[nH]c3c2)c1O	-6	.	-4	4	1	1	4
CCCNC(=O)N1[C@H](CO)[C@H](c2ccc(C3=CCCCC3)cc2)[C@@H]1C#N	3	-0.1	-3	-30	-1	2	-32
CCC(c1nnnn1CCc1ccccc1)N1CCN(C(=O)c2ccco2)CC1 (centres undefined)	-6	.	.	-15	-2	-4	-4
C=CCOC(=O)C1=C[C@@H](c2ccc(C(F)(F)F)cc2)C[C@@H](OCc2ccc(CO)cc2)O1	-5	0.0	2	10	3	3	3
Cc1cc(C)c(C)c(S(=O)(=O)NCc2cccnc2)c1C	0	.	-4	17	1	1	0
COC(=O)c1ccccc1-c1ccc(C=O)o1	1	.	-4	0	.	-2	0
COc1ccc(-c2csc(NC(=O)CS(=O)(=O)c3ccccc3)n2)c(OC)c1	5	0.0	8	18	-1	.	6
C[C@@H]1CCCCO[C@H](CN(C)C(=O)Cc2ccccc2)[C@@H](C)CN([C@H](C)CO)C(=O)c2cc(NS(=O)(=O)c3ccc(F)cc3)ccc2O1	12	0.0	-3	.	.	.	5
O=C(/C=C/c1cccs1)c1ccc([N+](=O)[O-])cc1	-3	-0.1	7	2	.	-4	-1
C=CCn1cnc2scc(-c3ccc(C)c(C)c3)c2c1=O	-3	0.6	10	.	.	-1	-23
Cc1ccccc1CC1(CO)CCCN(C(=O)CCC(F)(F)F)C1 (centres undefined)	-1	.	-4	11	1	-7	3

Screening results from PubChem BioAssay.
